NadD block: inhibitors of S. aureus NadD, primary screen, biochemical, colorimetric, uHTS | Nicotinate-nucleotide adenylyltransferase NadD (Staphylococcus aureus N315) | purified NadD enzyme, colorimetric absorbance read-out | inhibition, % at 20 µM | 360,000 tested, 0.78% active | AID 602399, 2012; in the data active = inhibition above about 26%; also: some compounds past the cut are filed as inactive
SUMO1 PPI mod: modulators of SUMO1 protein-protein interactions, primary screen, biochemical, uHTS; SUMO1 binding to a labelled peptide, TR-FRET, 1 h; inhibition, % at 20 µM; 360,000 tested, 0.33% active; AID 602429, 2012; in the data active = inhibition above about 37%
Neddyl block: inhibitors of cullin neddylation, primary screen, biochemical, TR-FRET, uHTS, NAE and Ubc12 | NEDD8-conjugating enzyme Ubc12 (Homo sapiens) + NEDD8-activating enzyme E1 regulatory … | calls only at 25 µM | 360,000 tested, 0.58% active; in the data active = inhibition above about 36%
DNMT1 block: human DNMT1 methyltransferase inhibitors, primary screen, biochemical, molecular beacon, fluorescence, HinP1I cleavage, uHTS. 360,000 tested, 0.83% active. inhibition (reported as % activation of signal), % at 10 µM; in the data active = inhibition above about 50%
Scp1 inh: Scp-1 phosphatase inhibitors, primary screen, biochemical, colorimetric, uHTS; Carboxy-terminal domain RNA polymerase II polypeptide A small phosphatase 1 (Homo …; Recombinant Scp1, phosphopeptide, malachite green phosphate absorbance; inhibition, % at 20 µM; 340,000 tested, 0.88% active; AID 493091, 2011;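 active = inhibition above about 50% at 20 µM, limit read from the data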;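 also: plate controls were DMSO wells with enzyme for no effect and wells lacking enzyme for full effect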
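Material – SCP-1 phosphatase catalytic domain, residues 76-261 · Buffer or medium – Acidic Tris acetate buffer with magnesium and detergent · Also added – Phospho 17-mer peptide substrate · Compound – single 20 µM dose, 1% DMSO · Times – 45 min room-temperature reaction, 5 min colour, 30 min stabiliser · Technique – Phosphate-binding colour reagent, absorbance read at 630 nm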
STEP block: STEP phosphatase inhibitors, primary screen, biochemical, fluorescence intensity, uHTS. 360,000 tested, 0.25% active. Tyrosine-protein phosphatase non-receptor type 5 (Homo sapiens), P54829. recombinant STEP, OMFP fluorogenic substrate. inhibition, % at 20 µM. AID 588621, 2011;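 active = inhibition at 20 µM, scaled per plate between control wells, above about 37%, limit read from the data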;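 also: 0% = DMSO with enzyme and substrate and 100% = substrate only without enzyme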
Target sequence (P54829 whole entry, looked up): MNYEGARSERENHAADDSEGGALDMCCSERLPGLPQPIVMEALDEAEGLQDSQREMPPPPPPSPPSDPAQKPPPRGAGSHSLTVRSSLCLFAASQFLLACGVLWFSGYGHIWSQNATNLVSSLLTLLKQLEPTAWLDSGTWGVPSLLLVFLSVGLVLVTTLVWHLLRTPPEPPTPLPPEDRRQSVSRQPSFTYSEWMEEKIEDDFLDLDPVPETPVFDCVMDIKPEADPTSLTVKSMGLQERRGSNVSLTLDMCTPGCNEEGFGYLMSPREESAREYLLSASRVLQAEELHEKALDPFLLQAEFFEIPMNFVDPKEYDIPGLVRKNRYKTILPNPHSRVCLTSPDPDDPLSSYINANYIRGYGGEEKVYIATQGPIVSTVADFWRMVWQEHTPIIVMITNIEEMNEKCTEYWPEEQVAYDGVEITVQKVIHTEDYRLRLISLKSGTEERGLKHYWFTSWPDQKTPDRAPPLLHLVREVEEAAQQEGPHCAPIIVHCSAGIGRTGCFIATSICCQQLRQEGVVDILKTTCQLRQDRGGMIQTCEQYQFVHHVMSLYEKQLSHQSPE
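Assay system: isolated STEP enzyme. Buffer or medium: pH 6.0 Bis-Tris with DTT and Tween 20. Also added: fluorogenic phosphatase substrate OMFP at 25 µM final. Dosing: 20 µM, 1% DMSO. Timing: 20 min reaction, room temperature, in the dark. Measured by: fluorescence intensity, excitation 480 nm, emission 540 nm. Evaluation: normalized % inhibition.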
LMPTP inh: LMPTP phosphatase inhibitors, primary screen, biochemical, fluorescence intensity, uHTS | Low molecular weight phosphotyrosine protein phosphatase (Homo sapiens), P24666 | recombinant LMPTP-A, OMFP fluorogenic substrate | inhibition, % at 20 µM | 360,000 tested, 0.22% active | AID 651560, 2012;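 active = compounds that cut the enzyme signal by at least half of the control window in the single-dose screen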;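 also: plate controls were DMSO wells with enzyme plus substrate for no effect and substrate without enzyme for full effect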
Target sequence (P24666 whole entry, looked up): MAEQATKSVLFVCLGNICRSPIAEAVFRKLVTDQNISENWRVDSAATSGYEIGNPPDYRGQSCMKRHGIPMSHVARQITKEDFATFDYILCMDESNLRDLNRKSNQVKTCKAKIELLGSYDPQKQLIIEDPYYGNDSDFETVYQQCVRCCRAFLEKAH
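Test system: LMPTP-A, protein tyrosine phosphatase of low molecular weight; Input: 0.625 nM enzyme; Incubation: 50 min dark incubation at room temperature; Signal: endpoint fluorescence intensity from OMFP dephosphorylation; Read-out basis: % inhibition versus control wells.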
Rpn11 inh: Rpn11 (PSMD14) deubiquitinase inhibitors, primary screen, biochemical, fluorescence polarization, uHTS; 26S proteasome non-ATPase regulatory subunit 14 (Homo sapiens), O00487; human 26S proteasome, Ub4-pepOG fluorescence polarization; 20S core pre-blocked with epoxomicin; calls only at 20 µM; 360,000 tested, 0.59% active;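 active = inhibition at 20 µM, scaled to each plate's controls, above about 33%, limit read from the data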
Rin1 Abl inh: inhibitors of Rin1-Abl protein binding, primary screen, biochemical, TR-FRET; 360,000 tested, 0.4% active; inhibition, % at 7.35 µM; AID 588664, 2011; in the data active = inhibition above about 5%, passing the limit was not always enough
CSN inh: inhibitors of CSN-mediated cullin deneddylation, primary screen, biochemical, fluorescence polarization, uHTS | Purified CSN, SCF-Nedd8-OG deneddylation | 360,000 tested, 0.38% active | COP9 signalosome complex subunit 5 (Homo sapiens), Q92905 | inhibition, % at 12.5 µM | AID 651999, 2013;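 active = pattern-corrected inhibition above about 35%, with an unprinted fluorescence ratio check between 0.5 and 1.5, limit read from the data, passing the limit was not always enough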;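 also: 0% = enzyme with substrate and 100% = substrate without enzyme; some results filed as inactive read as strong as hits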
Target sequence (Q92905 whole entry, looked up, one chain of several): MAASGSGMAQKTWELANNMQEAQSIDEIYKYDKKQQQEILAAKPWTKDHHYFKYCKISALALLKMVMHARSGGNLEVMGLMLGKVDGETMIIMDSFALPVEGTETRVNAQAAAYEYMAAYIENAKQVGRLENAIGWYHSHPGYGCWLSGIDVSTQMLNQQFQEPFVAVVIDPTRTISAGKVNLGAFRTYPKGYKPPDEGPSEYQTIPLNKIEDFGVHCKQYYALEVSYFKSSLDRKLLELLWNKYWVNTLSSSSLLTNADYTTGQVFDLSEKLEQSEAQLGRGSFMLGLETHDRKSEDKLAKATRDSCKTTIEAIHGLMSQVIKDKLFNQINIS
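test system = HEK293T-derived human Csn5 enzyme | amount = 0.24 nM Csn5 enzyme, final concentration | medium = Tris/NaCl/DTT buffer, pH 7.5 | schedule = 90 min reaction at room temperature | signal = FP | evaluation = inhibition of Csn5 cleavage, % | compound dosing = single dose of 12.5 µM compound with 0.25% DMSO | probe or stimulus = 10 nM SCFSkp2-Nedd8OG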
Numbers without * were called inactive; i = inactive; . = not tested or not shown; & = joins results of further samples. Hits appear at their usual frequency; about 3.8% have a hit in one of these screens.

SMILES	NadD block	SUMO1 PPI mod	Neddyl block	DNMT1 block	Scp1 inh	STEP block	LMPTP inh	Rpn11 inh	Rin1 Abl inh	CSN inh
CC(Cc1cccs1)NC(=S)Nc1ccccc1 (stereo not drawn)	-1	3	i	5	-1	-4	0.0	i	3	3
COc1ccc(/C(C)=N/NC(=S)Nc2cc(C)ccc2C)cc1	1	3	i	14	0	-1	1.0	i	3	7
COc1ccc(-c2cc(=O)oc3c(O)c(O)ccc23)cc1	0	-29	i	8	-12	4	2.6	i	-3	27
CCCCCC(=O)Nc1ccc(C2C(=O)c3ccccc3C2=O)cc1	5	-16	i	-6	-7	1	-0.6	i	-1	-1
Cc1nccn1C(c1ccccc1)c1ccccc1	-6	3	i	-4	-4	2	-1.8	i	-1	-1
COCCN(CC(=O)NCc1ccc(F)cc1)C(=O)CCC(=O)Nc1ccccn1	2	-1	i	3	0	-4	-1.5	i	0	-1
Cc1ccc(C)c(NC(=O)c2cccc(Oc3ccc([N+](=O)[O-])cc3Cl)c2)c1	1	-3	i	-2	-8	77*	14	i	2	-1
CCCN(CCC)C(=O)C[n+]1cccc(/C=N/O)c1	2	0	i	0	16	1	-1.2	i	0	2
O=C(c1ccc(CN2CCc3ccccc3C2)cc1)N1CCN(c2ccc(F)cc2)CC1	-6	0	i	-9	0	1	0.5	i	0	0
CC(=O)N1C=CN(C(C)=O)C(c2cn(C)c3ccccc23)C1c1cn(C)c2ccccc12 (stereo not drawn)	1	-3	i	-5	-11	6	0.1	i	0	-3
CCC(C)(C)n1nnnc1CN1CCN(c2nc3ccc(C)cc3cc2C#N)CC1	2	-14	i	-2	-4	0	2.4	i	-4	1
COc1ccc(CCNC(=O)COc2ccc([N+](=O)[O-])cc2)cc1	1	-12	i	0	-5	-1	0.8	i	3	3
CC(NC(=O)COC(=O)c1cc([N+](=O)[O-])ccc1N1CCOCC1)c1ccc(F)cc1 (stereo not drawn)	-2	-26	i	19	12	3	2.6	i	-3	1
Cc1cccc(/C=C/c2onc(C)c2S(=O)(=O)N2CCC(C(=O)NC(C)C)CC2)c1	-6	0	i	-2	-4	1	1.6	i	1	-1
C[C@@]12CCC=C[C@H]1[C@H](c1ccc(F)c(/C=C/c3ccccc3)c1)N(Cc1ccccc1)C2=O	11	5	i	3	1	2	3.7	i	1	-3
c1ccc(CN2CCN(Cc3cn4cccnc4n3)CC2)cc1	-1	2	i	1	-9	-2	0.6	i	1	-20
COCC1CCCCN1C(=O)c1ccc2oc(CCc3ccccc3)nc2c1 (stereo not drawn)	-1	0	i	10	2	0	-0.3	i	2	1
CCOc1ccc(-c2nnc(NC(=O)COc3ccccc3F)o2)cc1	12	7	i	1	.	1	-0.7	i	1	-2
O=C(CN1C(=O)NC2(CCCC2)C1=O)Nc1ccc(Cl)c(C(F)(F)F)c1	0	2	i	8	-9	-1	0.1	i	2	-2
COc1ccc2c(C)c(CC(=O)N3CCN(C(=O)C4COc5ccccc5O4)CC3)c(=O)oc2c1 (stereo not drawn)	1	-4	.	1	-4	2	-1.3	i	-1	2
CSc1ccc(Cl)c(C(=O)OCC(=O)N2CCOCC2)c1	4	0	i	2	6	0	-2.6	i	-2	-8
COc1ccc(C(C)NC(=O)c2ccccc2Br)cc1OC (stereo not drawn)	-3	0	i	-2	5	-2	-1.3	i	2	5
Cc1csc(SCC(=O)NCc2cccc(Cl)c2)n1	-9	-3	i	-2	7	0	-0.8	i	1	-4
Cc1cccc(-c2noc(-c3ccccc3C(=O)NCC3CCCO3)n2)c1 (stereo not drawn)	0	1	i	-3	-1	0	-2.8	i	0	-1
CCN(CC)CCCN1C(=O)C(=O)/C(=C(/O)c2cc(C)ccc2C)C1c1cccnc1 (stereo not drawn)	1	-1	i	3	-5	-2	-2.4	i	-2	6

One compound at a time (already shown). Order of values: NadD block	SUMO1 PPI mod	Neddyl block	DNMT1 block	Scp1 inh	STEP block	LMPTP inh	Rpn11 inh	Rin1 Abl inh	CSN inh
COCCN(CC(=O)NCc1ccc(F)cc1)C(=O)CCC(=O)Nc1ccccn1 across the screens: 2	-1	i	3	0	-4	-1.5	i	0	-1
c1ccc(CN2CCN(Cc3cn4cccnc4n3)CC2)cc1 across the screens: -1	2	i	1	-9	-2	0.6	i	1	-20
Cc1nccn1C(c1ccccc1)c1ccccc1 across the screens: -6	3	i	-4	-4	2	-1.8	i	-1	-1

Next section:
SMILES	NadD block	SUMO1 PPI mod	Neddyl block	DNMT1 block	Scp1 inh	STEP block	LMPTP inh	Rpn11 inh	Rin1 Abl inh	CSN inh
COc1ccc(/C(N)=N/OC(=O)CC2CCCCC2)cc1OC	-3	3	i	0	1	1	1.3	i	1	1
CC(C)C[C@H](NC(=O)c1[nH]cnc1C(=O)N[C@@H](C)C(=O)OC(C)(C)C)C(=O)OC(C)(C)C	1	0	i	-6	-11	2	3.5	i	-1	0
CC1=NN(C(=O)c2ccc(C)o2)C(O)(c2ccccc2)C1 (stereo not drawn)	-8	-1	i	4	-34	-3	-2.6	i	-2	-3
COc1c(C)cc(S(=O)(=O)N2CCCC2)c(C)c1C	-4	1	i	0	-2	-2	-0.1	i	-1	1
Cc1[nH]c2ccccc2c1C(=O)CN1CCCCC1CCO (stereo not drawn)	1	5	i	-7	-6	-2	0.4	i	-3	-2
Cn1c(=O)c2c(nc(CN3CCN(c4ccccc4F)CC3)n2CCN2CCOCC2)n(C)c1=O	4	-2	i	-1	-9	-3	-1.3	i	-1	-2
O=C(COC(=O)CCS(=O)(=O)c1ccc(Cl)cc1)Nc1ncc(Cl)cc1Cl	-2	3	i	2	38	-10	0.0	i	2	-3
CCOC(=O)C1CCN(CC(=O)Nc2c(C(=O)OC)[nH]c3cccc(Cl)c23)CC1	-7	0	i	7	5	0	-0.9	i	1	-3
Cc1c(N=C2SCC(=O)N2c2c(C)n(C)n(-c3ccccc3)c2=O)c(=O)n(-c2ccccc2)n1C	-6	2	i	2	-2	-4	-0.1	i	3	-4
CCOC(=O)c1ccc(S(=O)(=O)NCCN(CC)CC)cc1	-6	1	i	4	-1	-3	-2.1	i	2	1
Cc1ccn2c(NCc3ccccc3)c(-c3cccc(SC4CCCCC4)c3)nc2c1	7&5	6&7	.	-2	7	4	14&5.9	i	1	-5&1
Cn1ccnc1COc1ccc(C=O)cc1	-2	2	i	-1	-12	1	-0.9	i	2	1
O=C(COC(=O)c1ccccc1Cl)NCCC1=CCCCC1	-8	0	i	-3	-6	0	0.1	i	2	5
NC(=O)C1CN(C(=O)c2cccc(S(=O)(=O)N3CCc4ccccc43)c2)c2ccccc2O1 (stereo not drawn)	-2	3	i	-1	-1	4	0.2	i	3	1
O=C(O)C1CC(=O)N(Cc2ccc(F)cc2)C1 (stereo not drawn)	-7	1	i	5	-7	2	-4.0	i	2	1
Cc1cccc(C)c1NC(=O)CSc1nnc(NC(=O)c2ccccc2C(=O)O)s1	-4	2	i	-1	65*	0	-1.1	i	-1	0
CS(=O)(=O)N(CC(=O)N1CCCC1)c1cccc(C(F)(F)F)c1	4	14	i	0	.	-2	-0.5	i	1	-2
CCOC(=O)c1cc(C(O)(C(F)(F)F)C(F)(F)F)c(/N=C/N(C)C)o1	-6	0	i	6	2	0	1.7	i	2	2
CCN(Cc1cc2ccccc2[nH]c1=O)C(=O)C(C)C	1	1	i	8	7	0	1.7	i	-3	-3
CCCSc1ccc([C@H]2N[C@@](CC(C)C)(C(=O)OC)[C@H]3C(=O)N(CC)C(=O)[C@@H]23)cc1	-2	-2	i	7	-2	-1	-1.7	i	4	-4
COc1ccc(F)cc1-c1cc(NC=O)c2ncc(-c3cccc(C(=O)N(C)C)c3)n2c1	6	3	i	-2	.	1	3.4	i	-1	-3
CCC(=O)NC(c1cccc([N+](=O)[O-])c1)c1c(O)ccc2ccccc12 (stereo not drawn)	-3	-3	i	1	1	0	1.4	i	3	-9
OC(c1ccccc1)c1ncc(-c2cccc(F)c2)[nH]1 (stereo not drawn)	-4	-1	i	1	.	0	-0.5	i	3	0
O=C(c1ccc([N+](=O)[O-])cc1)N1CCN(c2ncccn2)CC1	-6	-25	i	-1	-17	-2	-0.5	i	-4	4
CCCCCc1ccc(CC(=O)Nn2c(C)nc3ccccc3c2=O)cc1	-7	3	i	1	-2	1	0.4	i	0	-3

Limited to LMPTP inh, NadD block and CSN inh, for some of the entries so far:
smiles | LMPTP inh | NadD block | CSN inh
COc1ccc(F)cc1-c1cc(NC=O)c2ncc(-c3cccc(C(=O)N(C)C)c3)n2c1 | 3.4 | 6 | -3
CCC(=O)NC(c1cccc([N+](=O)[O-])c1)c1c(O)ccc2ccccc12 (stereo not drawn) | 1.4 | -3 | -9

The list continues:
SMILES	NadD block	SUMO1 PPI mod	Neddyl block	DNMT1 block	Scp1 inh	STEP block	LMPTP inh	Rpn11 inh	Rin1 Abl inh	CSN inh
Cc1c(C(=O)OC(C)C(=O)N(C)Cc2ccccc2)oc2ccccc12 (stereo not drawn)	-5	-1	i	5	-12	0	0.4	i	0	-2
CN=C(Nc1ccc(Cl)cc1)c1cccc(C(F)(F)F)c1	-6	-1	i	-3	7	0	-1.1	i	-2	-4
CCOc1cccc(CNCc2ccncc2)c1	-7	3	i	-5	1	-3	-3.8	i	0	-3
Cc1ccc(C(C)C)c(Oc2cnccn2)c1	0	0	i	3	-7	2	-0.7	i	-1	0
O=C(Nc1ccc(Cl)cc1)c1nc[nH]c1C(=O)Nc1ccccc1F	5	4	.	31	.	-1	-0.1	i	0	3
Cc1sc2nc(SCC(=O)c3cccs3)n(Cc3ccco3)c(=O)c2c1C	-6	-3	i	-1	-3	3	1.8	i	-2	-2
CCC1CCCCN1C(=O)COc1ccc(S(=O)(=O)N2CCOCC2)cc1Cl (stereo not drawn)	-1	0	i	6	7	3	-0.7	i	4	-3
CCCCC(=O)OCC(=O)Nc1ccc(OC(F)F)cc1	3	3	i	-5	-6	8	0.3	i	1	-2
COc1nc(-c2cnccn2)sc1C	-6	3	i	1	-3	-3	-0.2	i	1	-14
CC(O)Cn1cnc2c1c(=O)n(C)c(=O)n2C (stereo not drawn)	4	-7	i	2	-1	-4	-2.0	i	-3	-6
